# Assay outcomes from PubChem.
# KCNH2 3.1 inh – KCNH2 3.1 (human) potassium channel inhibition; U2OS KCNH2 3.1, thallium flux FluxOr; stronger effect = lower value; activity change, % (tested at about 1.8 µM); 0.95% of 340,000 active; AID 720553;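 active means maximum activity change below -70%; inconclusive means maximum activity change from -70% to -50%; inactive means maximum activity change above -50%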;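 further: thallium influx rate constant from kinetic fluorescence after stimulation buffer; on the % scale 0 is the no-effect control and ±100 the full control effect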
#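 Virally transduced U2OS (3.1 isoform, 4 h infection in dark at RT) → overnight 37 C → FluxOr + Red40 in HBSS/HEPES, 45 min → stimulation buffer, 2 min kinetic read → rate constant vs DMSO controls.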
# Rab9 prom act – activators of Rab9 promoter. Huh7 Rab9 promoter-luciferase reporter, luminescence, 24 h. Potency, µM (highest dose often 9.22 µM), for inactives: at the top dose activation, negative = inhibition, hits mostly activators. 2.8% of 320,000 active. AID 485297; further: potency means the concentration at half of the fitted maximal effect; % of control where 0% means no effect; nearly all actives have a fitted effect of over 60% in size
#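 Cells were plated at 1500 per well in reduced-serum medium with 10% FBS and left 2 h. Compound in DMSO was then added for 24 h at 37 °C. Reporter signal was read by luminescence after 10 min with luciferase detection reagent.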
# FLuc counter – inhibits or activates purified firefly luciferase, miR-21 counter-screen. Potency, µM (titrated, usually from 57.5 µM), without a hit: at the highest dose activity change, negative = inhibition, usual class: inhibitors. purified FLuc, Km substrates, luminescence inhibition. 6.9% of 360,000 active. P08659;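 further: potency means the concentration at half of the fitted maximal effect; plate controls were vehicle for no effect and reference inhibitor for full effect; nearly all actives have a fitted effect of over 55% in size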
# Target sequence (P08659 whole entry, looked up): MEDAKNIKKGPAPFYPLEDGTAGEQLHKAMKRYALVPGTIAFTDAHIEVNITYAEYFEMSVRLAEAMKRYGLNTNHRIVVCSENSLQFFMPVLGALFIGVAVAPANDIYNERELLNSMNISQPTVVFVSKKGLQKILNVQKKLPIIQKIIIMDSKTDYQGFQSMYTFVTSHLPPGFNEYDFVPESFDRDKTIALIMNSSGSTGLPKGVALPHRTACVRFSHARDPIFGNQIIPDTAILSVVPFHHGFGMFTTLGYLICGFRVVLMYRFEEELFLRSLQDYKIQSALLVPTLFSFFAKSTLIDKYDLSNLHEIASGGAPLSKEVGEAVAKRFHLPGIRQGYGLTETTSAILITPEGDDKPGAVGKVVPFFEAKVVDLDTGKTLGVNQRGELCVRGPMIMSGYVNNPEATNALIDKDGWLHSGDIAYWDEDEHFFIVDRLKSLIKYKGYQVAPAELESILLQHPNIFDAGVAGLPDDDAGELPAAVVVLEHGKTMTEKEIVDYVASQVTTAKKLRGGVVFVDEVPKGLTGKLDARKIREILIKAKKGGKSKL
#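 Purified P. pyralis luciferase, 10 nM final, with Km-level 10 uM D-luciferin and 10 uM ATP in 50 mM Tris acetate pH 7.5, 10 mM Mg acetate, 0.01% Tween-20, 0.05% BSA; 6-point qHTS titration about 60 µM downward; luminescence read.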
# Coupling enz – counter-screen for Giardia aldolase inhibitors: coupling enzyme system; coupling enzyme system counterscreen, AmpLite Red fluorescence; activity change, negative = inhibition, % at 58.2 µM, hits read low; 0.67% of 290,000 active; AID 2472; in the data active means activity change below about -30%; further: on the % scale 0 is the no-effect control and ±100 the full control effect
#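 Compounds tested against the coupling enzymes alone at 57.5 uM final; readout was AmpLite Red fluorescence (525/598 nm) after 20 min at RT.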
# uPA generation – blocks generation of uPA at the cell surface | cell surface uPA generation assay, qHTS | Potency, µM (series often up to 38.3 µM), inactives show at the highest dose activity change, negative = inhibition, hits mostly inhibitors | 0.31% of 330,000 active | AID 540303; active means well fitted inhibition curve with a large enough effect; inconclusive means small, poorly fitted or top-dose-only effect; inactive means no such curve, though single readings can be large or run the other way; tested in mouse RAW 264.7 cells; further: potency means the concentration at half of the fitted maximal effect; on the % scale 0 is the no-effect control and ±100 the full control effect; nearly all actives have a fitted effect of over 55% in size
# NPC1 prom act – NPC1 promoter activation. Huh7 NPC1 promoter luciferase reporter, 24 h. Potency, µM (titrated, usually from 9.22 µM), inactives show top-dose activation, most hits filed as activators. 2.4% of 320,000 active. AID 485313;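 further: potency means the concentration at half of the fitted maximal effect; % of control where 0% means no effect; nearly all actives have a fitted effect of over 60% in size; reporter is driven by a mutant NPC1 promoter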
#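 Stably transfected Huh7 (NPC1 promoter→luciferase), 1500 cells/well in Opti-MEM + 10% FBS, 2 h settle, then compound 24 h at 37 °C. Luminescence after 10 min with Amplite reagent.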
# ELG1 genotoxic – induces genotoxicity in HEK293T cells with luciferase-tagged ELG1 | HEK293T ELG1-luciferase reporter, luminescence, 16 h | Potency, µM (highest dose often 46 µM), inactives show top-dose activity change, positive = activation, hits mostly activators | 1.3% of 330,000 active; further: potency means the concentration at half of the fitted maximal effect; % of control where 0% means no effect; nearly all actives have a fitted effect of over 60% in size
#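 16 hr compound incubation (37 °C, 5% CO2) of HEK293T cells carrying luciferase-tagged ELG1; luciferase then measured by ONE-Glo luminescence after 30 min at RT.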
# RORgamma inh – ROR gamma (mouse) transcription inhibition. Potency, µM (doses to about 53.6 µM), for inactives: top-dose activity change, negative = inhibition, actives largely listed as inhibitors. 5.4% of 310,000 active. P51450. AID 2551. Drosophila S2 Gal4-RORgamma UAS-luciferase reporter, 20 h; further: potency means the concentration at half of the fitted maximal effect; on the % scale 0 is the no-effect control and ±100 the full control effect; nearly all actives have a fitted effect of over 60% in size
#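 Drosophila Schneider cells stably carrying a metallothionein-driven Gal4 DBD–ROR gamma fusion and a UAS-Photinus luciferase reporter were exposed to compound for 1 hr, then induced with copper sulfate (700 uM final) for 20 hr at ambient temperature before luminescence reading.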
# Tb PFK block – inhibitors of T. brucei phosphofructokinase; O15648; T. brucei PFK, ADP-Glo luminescence; Potency, µM (series often up to 57.5 µM), without a hit: at the highest dose activity, negative = inhibition, hits mostly inhibitors; 0.17% of 330,000 active;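 further: potency means the concentration at half of the fitted maximal effect; 0% = uninhibited 1x PFK enzyme wells and -100% = no-enzyme wells; nearly all actives have a fitted effect of over 60% in size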
# Target sequence (O15648 whole entry, looked up): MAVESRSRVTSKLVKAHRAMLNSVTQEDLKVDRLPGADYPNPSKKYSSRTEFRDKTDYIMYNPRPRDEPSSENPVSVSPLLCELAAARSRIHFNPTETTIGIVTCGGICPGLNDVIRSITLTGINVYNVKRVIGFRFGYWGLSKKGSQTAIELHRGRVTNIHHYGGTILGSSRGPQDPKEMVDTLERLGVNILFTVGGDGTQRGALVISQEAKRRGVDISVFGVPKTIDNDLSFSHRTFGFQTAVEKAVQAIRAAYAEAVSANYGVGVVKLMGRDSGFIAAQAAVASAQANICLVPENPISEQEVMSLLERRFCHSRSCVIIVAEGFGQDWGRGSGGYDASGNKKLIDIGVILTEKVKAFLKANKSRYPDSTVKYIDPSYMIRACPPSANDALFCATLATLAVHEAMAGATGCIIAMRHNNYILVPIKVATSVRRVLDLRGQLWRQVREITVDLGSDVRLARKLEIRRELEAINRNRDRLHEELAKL
#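 1.25 nM PFK with 0.5 mM F6P and 0.1 mM ATP in 0.1 M TEA pH 8.0, 5 mM MgCl2, incubated 45 min at room temperature; ADP measured by ADP-Glo luminescence; compounds titrated up to 57 uM.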
# Gal4-VP16 FLuc – Gal4-VP16 reporter inhibition counter-screen. Drosophila S2 Gal4-VP16 UAS-luciferase, luminescence, 20 h. Potency, µM (top dose mostly 53.6 µM), for the others: top-dose activity, negative = inhibition, hits mostly inhibitors. 3.5% of 310,000 active. AID 2546;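 further: Gal4-VP16 expression switched on by copper sulfate through the metallothionein promoter; potency means the concentration at half of the fitted maximal effect; on the % scale 0 is the no-effect control and ±100 the full control effect; nearly all actives have a fitted effect of over 50% in size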
# Giardia killer – Giardia lamblia killing | 0.15% of 340,000 active | Giardia lamblia trophozoite viability | activity change, % at 7.66 µM, hits read low; in the data active means activity change below about -80%; inconclusive means between about -30% and that limit;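 further: parasites exposed to compound for two days anaerobically before the ATP read; on the % scale 0 is the no-effect control and ±100 the full control effect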
#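 Trophozoites 100 cells/well + cpd; 48 hrs, 37 deg C, anaerobic. ATPLite 1-Step added, 15-30 min RT, luminescence read (ATP-based viability).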
# * marks the source's active call; other numbers are inactive results; ? = inconclusive; . = not tested or not shown; & = joins results of further samples; [ ] = dose if it differs, or a comment. Unless noted, the call rests on the fitted dose curve; in most records, active means well fitted curve in the direction sought with a large enough effect; inconclusive means small, poorly fitted or top-dose-only effect, or another doubt; inactive means no such curve, though single readings can be large; an effect the other way counts as inactive or inconclusive.
molecule,KCNH2 3.1 inh,Rab9 prom act,FLuc counter,Coupling enz,uPA generation,NPC1 prom act,ELG1 genotoxic,RORgamma inh,Tb PFK block,Gal4-VP16 FLuc,Giardia killer
Cc1cccc(C)c1NC(=O)CN1CCN(C(=O)CN2C(=O)NC3(CCCCC3C)C2=O)CC1 (stereo unspecified),-17,-3%,-2%,.,-2%,0%,1%,.,-8%,.,1
CCC(CO)Oc1cc(NCc2cccc(Cl)c2)c2ncn(C(C)C)c2c1 (stereo unspecified),-11,.,.,.,?,.,-5%,.,2%,.,-8
CCc1nnc(NC(=O)c2ccc(N(C)S(=O)(=O)c3ccccc3)cc2)s1,-21,-16%,-2%,-1,.,-10%,6%,?,-1%,1%,-5
Cc1ccc(C(=O)NCCc2ccc(F)cc2)s1,15,2.8µM*,9.5µM*,-2,5%,1.4µM*,?,9%,-4%,-16%,-26
COc1cc(CC(=O)OCC(=O)N2CC(C)CC(C)C2)cc(OC)c1OC (stereo unspecified),-2,4%,-1%,3,2%,3%,-3%,-28%,7%,-2%,3
CC12CCC(C(=O)NC(c3ccccc3)c3ccccc3)(OC1=O)C2(C)C (stereo unspecified),?,2%,6%,0,.,1%,4%,19%,0%,9%,-13
Cn1cc(-c2cc(C(=O)O)on2)cn1,-5,-2%,2%,4,9%,0%,2%,17%,1%,-2%,11
CCOc1ccccc1NC1c2ccccc2C(=O)N1Cc1ccco1 (stereo unspecified),5,-2%,5%,3,-10%,-2%,1%,-7%,0%,2%,-7
O=C(Nc1ccccc1)c1nc[nH]c1C(=O)N1CCN(c2ccccc2)CC1,11,-1%,5%,.,15%,-3%,-1%,.,0%,.,-4
COC(=O)c1cc(S(=O)(=O)Nc2nn(C)c3ccccc23)oc1C,10,-8%,-1%,2,-7%,-2%,1%,-3%,-4%,-6%,-1
COCCn1c(C)cc(C(=O)CSc2ccc3ccccc3n2)c1C,-1,?,12µM*,1,4%,?,4%,?,0%,5%,-22
CC1CCN(C(C)C(=O)Nc2cc(S(=O)(=O)N3CCCCC3)ccc2Cl)CC1 (stereo unspecified),-16,1%,1%,.,4%,-3%,0%,.,-4%,.,5
O=C1CC[C@H](O)CCN1CCSc1ccc(Br)cc1,18,2%,-18%,.,-31%,8%,0%,.,0%,.,-20
Cc1csc2nc(=O)c3ccccc3n12,15,-4%,2%,0,1%,-3%,-4%,0%,0%,1%,11
Cc1ccc(-n2nnc3ccccc3c2=O)cc1C,0,3.5µM*,2%[2.3 µM],1,8%,?,?,?,-9%,-12%,-20
CN(c1ccccc1)S(=O)(=O)c1cc(C(=O)c2nccn2C)ccc1Cl,2,-10%,7%,2,-4%,-3%,-11%,-24%[10 µM],0%,-2%,-1
COc1ccc(-c2ccc(C(C)=O)cc2)cc1[C@H]1[C@H]2C=CC[C@@H](C)[C@@H]2C(=O)N1Cc1ccccc1,-19,-7%,3%,1,?,-11%,-8%,-12%,0%,3%,23
CC(=O)Nc1cccc(NC(=O)c2c(-c3ccccc3)noc2C)c1,13,0%,-1%,1,1%,-4%,-8%,-2%,3%,1%,6
COc1ccc(Cc2nnc(NC(=O)C3CCN(C(=O)c4ccco4)CC3)s2)cc1,18,-5%,-1%,0,2%,0%,-8%,?,-1%,-21%,10
Cn1nc(C(=O)Nc2ccc(S(=O)(=O)N3CCOCC3)cc2)c2ccccc2c1=O,13,-2%,-2%,-2,-4%,-7%,13%,12%,0%,8%,-8
Nc1c(-c2cccc(Cl)c2)cnn1-c1cccc(C(F)(F)F)c1,7,9%,?,-2,.,2%,-3%,?,-2%,?,9
COc1ccc(N(C(=O)c2snc(C(N)=O)c2N)C(C(=O)NC2CCCC2)c2ccc(C)o2)c(OC)c1 (stereo unspecified),15,-1%,0%,0,0%,-8%,3%,?,-1%,6%,-22
O=c1oc2ccccc2c(N2CCOCC2)c1[N+](=O)[O-],-18,-5%,0%,2,-2%,-7%,2%,4%,3%,3%,-4
COc1ccc(C(=O)CN2C(=O)c3ccccc3C2=O)c(OC)c1C,4,-5%,-9%,0,.,-4%,11%,38%,-2%,0%,-16
CC(=O)Nc1ccc(NC(=O)Nc2cccc(Cl)c2)cc1,5,28%,?,-1,1%,29%,?,19%,-7%,1%,-8
Cc1cc(C)cc(N(C(C)C(=O)N2CCOCC2)S(C)(=O)=O)c1 (stereo unspecified),0,-2%,-2%,2,-2%,-2%,0%,-1%,4%,-1%,-6
O=C(CSc1cccc[n+]1[O-])Nc1ccccc1Oc1ccccc1,-4,10%,?,-2,2%,-1%,-1%,6.3µM*,1%,7.9µM*,18
CCN(CC)S(=O)(=O)c1ccc(C(=O)NC(=S)N(CCO)Cc2ccccc2)cc1,2,0%[1.84 µM],1%,2,-12%,-2%,-6%,1.1µM*,4%,3.2µM*,0
CCC(C(=O)Nc1cnccn1)c1ccccc1 (stereo unspecified),-2,-11%,3%,-5,.,1%,1%,-2%,4%,-9%,38[activator]
Cc1ccc(SCCC(=O)OC(C(=O)NC(N)=O)C(C)C)cc1 (stereo unspecified),-8,-6%,4%,5,-1%,-1%,0%,-4%,1%,?,-10
Cc1nnc(NC(=O)CSc2nnc(Cc3cccn3C)n2-c2cccc(C)c2C)s1,.,-3%,1%,-1,.,-2%,5%,?,-3%,-14%,.
CC(C)c1ccc(N(CC(=O)Nc2ccc(S(=O)(=O)N3CCOCC3)cc2)S(C)(=O)=O)cc1,-5,-4%,1%,-2,-2%,2%,-1%,1%,5%,0%,-7
Cc1cc(C)cc(NC(=O)CSc2nnc(CNC(=O)c3ccco3)n2C)c1,-10,-3%,1%,.,0%,-3%,0%,.,0%,.,4
O=C(Nc1ccc2c(c1)CCC2)C1CCN(c2c3c(nc4ncnn24)CCC3)CC1,27,-5%,-3%,-2,.,-15%,-7%,?,-1%,-7%,-10
CCn1cc(C(=O)NCCCN2CCCC(C)C2)c(=O)c2cc(S(=O)(=O)N(C)C3CCCCC3)ccc21 (stereo unspecified),?,-6%,0%&5%,6,?,2%,1%,-1%,0%,4%,?
CCC(C)Sc1nc2c(c(=O)[nH]1)C(c1cccs1)C1=C(CCCC1=O)N2 (stereo unspecified),-12,-1%,-16%,4,5%,-3%,0%,2%,-29%,1%,-10
CC1(C)Cc2c(sc(NC(=O)c3ccco3)c2C(=O)O)CO1,22,?,6.7µM*,-2,?,?,?,-34%,1%,-16%,-14
CCOc1ccc(C(C)=O)cc1CSC(=N)N,-21,-3%,0%,1,-12%,0%,0%,4%,8%,-9%,7
COc1ccccc1NC(=O)c1ccc(-n2ccnc2)c([N+](=O)[O-])c1,6,2%[1.84 µM],-3%,-5,3%,1%,0%,24%,-3%,-10%,-9
O=C(Nc1ccccc1-c1ccccc1)c1cc(C(F)(F)F)cc(C(F)(F)F)c1,0,-4%,1%,-1,22%,-1%,5%,-35%,0%,?,-5
COc1ccc(S(=O)(=O)N2CCOCC2)cc1NC(=O)CN1CCCC1,-14,1%,-1%,-3,-2%,0%,-1%,-5%,0%,-12%,2
CN(C)c1ccc(C(C(=O)NCc2ccccc2)N(Cc2cccnc2)C(=O)c2snc(C(N)=O)c2N)cc1 (stereo unspecified),-3,-1%,-1%,0,2%,-2%,-5%,34%,4%,22%,10
O=C(N/N=C/c1ccc(Cl)cc1)Nc1ccccc1,?,?,4.3µM*,.,-2%,?,?,21%,2%,-18%,6
Cc1ccccc1NC(=O)C1CC(=O)OC12CCOC(C)(C)C2 (stereo unspecified),7,-1%,-3%,4,2%,-2%,-1%,-26%,3%,-2%,-6
CCOc1ccc(-n2ccc(=O)c(C(=O)O)n2)cc1,18,-1%,0%,-1,2%,1%,1%,0%,-11%,-6%,-7
CC(=O)Oc1ccc2oc(=O)c3c(c2c1)CCCN3C(=O)CN1CCOCC1,20,2%,-3%,0,-17%,0%,14%,1%,3%,-10%,-26
O=C1c2ccccc2[C@@H]2C[C@@H](O)[C@H](Nc3cccc(C(F)(F)F)c3)CCN12,6,.,.,.,1%,.,3%,.,0%,.,-9
CCOC(=O)C1=C(C)C2C3C(=O)N(c4ccc(C)cc4C)C(=O)C3C1(C)C1C(=O)N(c3ccc(C)cc3C)C(=O)C21 (stereo unspecified),11,0%,2%,1,5%,-2%,0%,-9%,7%,-2%,17
Cc1cccc(N(C)c2ncnc3onc(-c4ccc(F)cc4)c23)c1C,-5,4%,6%,2,?,-2%,-2%,-32%,-1%,16%,20

# Rows are unselected. Share with any hit: about 14%.
